Source: PubChem BioAssay (Broad Institute)
Xi reactivation: reactivates the inactive X chromosome in mouse fibroblasts | 360,000 tested, 0.055% active | XiGFP mouse fibroblasts, % GFP-positive cells imaging, 3 d; cells co-treated with 5-aza-dC sensitizer; scaled so ellipticine positive control = 100% | activation, % at 7.58 µM;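 active = mean normalized replicate activation at least 10% and every replicate at or above 10%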;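 note: 0% = median of on-plate neutral control wells and 100% = ellipticine 6 µM median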
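Material: XiGFP fibroblasts, SV40-immortalized; Buffer or medium: DMEM containing 5-aza-dC; Compound dosing: single point; Times: 3 days compound exposure.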
ERAP1 HTS inh: blocks human ERAP1 aminopeptidase activity; recombinant ERAP1, Leu-AMC fluorescence, 60 min; inhibition, % at 10.7 µM; 340,000 tested, 0.15% active; AID 652197;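 active = mean replicate inhibition of at least 30%, or all replicates individually reaching that 30% level; inactive = mean below 30% and not every replicate reaching it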;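 note: 0% = neutral control wells and 100% = L-leucinethiol positive control wells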
Target sequence (Q9NZ08 whole entry, looked up): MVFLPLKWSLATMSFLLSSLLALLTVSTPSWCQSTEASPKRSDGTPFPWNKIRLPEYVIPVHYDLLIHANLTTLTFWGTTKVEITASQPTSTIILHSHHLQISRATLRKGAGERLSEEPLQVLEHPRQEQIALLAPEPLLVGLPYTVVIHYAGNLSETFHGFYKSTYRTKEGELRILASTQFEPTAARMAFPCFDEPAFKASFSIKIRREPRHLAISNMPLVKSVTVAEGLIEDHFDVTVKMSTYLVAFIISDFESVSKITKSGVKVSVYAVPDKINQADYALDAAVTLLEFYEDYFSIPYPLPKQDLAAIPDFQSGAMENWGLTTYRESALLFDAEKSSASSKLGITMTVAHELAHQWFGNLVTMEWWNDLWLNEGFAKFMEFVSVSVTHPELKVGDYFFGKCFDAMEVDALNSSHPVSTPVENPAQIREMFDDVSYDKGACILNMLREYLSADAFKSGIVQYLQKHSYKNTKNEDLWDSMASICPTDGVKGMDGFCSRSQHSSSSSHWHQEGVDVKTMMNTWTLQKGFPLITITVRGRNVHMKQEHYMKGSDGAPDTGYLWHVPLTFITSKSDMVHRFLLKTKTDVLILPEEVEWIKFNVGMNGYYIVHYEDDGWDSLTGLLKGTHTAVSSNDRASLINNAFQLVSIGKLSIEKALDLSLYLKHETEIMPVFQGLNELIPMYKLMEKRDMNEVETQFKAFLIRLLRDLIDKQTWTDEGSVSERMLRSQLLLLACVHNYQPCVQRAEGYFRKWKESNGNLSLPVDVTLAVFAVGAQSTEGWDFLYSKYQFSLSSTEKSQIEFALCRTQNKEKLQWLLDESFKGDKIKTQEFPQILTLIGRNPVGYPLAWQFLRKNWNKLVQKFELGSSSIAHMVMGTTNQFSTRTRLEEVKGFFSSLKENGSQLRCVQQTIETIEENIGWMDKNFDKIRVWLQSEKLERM
ERp5 inh: inhibitors of human ERp5; Q15084; ERp5 insulin aggregation, absorbance 650 nm, 90 min; inhibition, % at 9.99 µM; 350,000 tested, 0.05% active; AID 651711;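 active = mean replicate inhibition above about 25%, with every replicate also reaching it, limit read from the data, passing the limit was not always enough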
RAD54 branch: RAD54 (human) branch migration inhibition. Q92698. RAD54 Holliday junction branch migration, FAM/BHQ fluorescence. 360,000 tested, 0.14% active. inhibition, % at 10.4 µM;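 active = mean normalized replicate activity at least 40 and at least half of replicates scoring 40 or more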;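 note: 0% = median of neutral control wells and 100% = median of positive control wells; inhibitors cause a drop in the FAM fluorescence signal; in these data hits start at about 50%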
E-sel inducer: E-selectin induction on HUVECs | HUVEC E-selectin immunofluorescence imaging; normalized: neutral wells 0, TNF-alpha wells 100 | activation, % at 7.58 µM | 260,000 tested, 0.37% active;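 active = mean E-selectin-positive cell signal at least 10% of the positive control, reached in at least 60% of replicates, without over 20% cell loss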;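 note: in these data hits start at about 27%; measured in HUVEC primary endothelial cells; signal is the percent of cells scored E-selectin positive by PE staining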
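Material: HUVEC primary endothelial cells; Amount: 3,000 cells per well; Dosing: single concentration; Medium: EGM-2 growth medium on 0.1% gelatin-coated wells; Read-out basis: percent E-selectin-positive cells; Signal: immunofluorescence imaging; Control set: TNF-alpha, DMSO.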
RAD52 inh: blocks human RAD52 DNA annealing | P43351 | recombinant RAD52 DNA annealing, FRET fluorescence | inhibition, % at 18.7 µM | 360,000 tested, 0.46% active | AID 651710;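 active = every replicate showing at least 50% inhibition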
S100A4 inh HTS: S100A4-myosin IIA interaction inhibition; inhibition, % at 10.7 µM; 360,000 tested, 0.14% active; S100A4/TAMRA-MyoIIA peptide fluorescence polarization; P26447; AID 652163;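 active = mean inhibition of at least 70% across replicates, with every replicate also reaching that level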
Target sequence (P26447 whole entry, looked up): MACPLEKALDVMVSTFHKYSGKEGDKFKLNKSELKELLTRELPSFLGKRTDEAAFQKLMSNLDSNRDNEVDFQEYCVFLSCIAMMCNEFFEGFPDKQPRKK
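incubation = readout 5 min after mixing, signal stable up to 60 min | system = S100A4 monomer protein | buffer or medium = HEPES pH 7.2 with CaCl2, KCl, NaCl, DTT, Triton | benchmarks = neutral control DMSO, positive control TFP | also added = fluorescent myosin IIA peptide, 5 nM | compound dosing = one concentration per compound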
esBAF inh: SWI/SNF esBAF complex inhibition; mouse ES cells, Bmi1-luciferase knock-in reporter, 24 h; 100% = twice the neutral-well signal; reporter increase, % at 12.5 µM; 350,000 tested, 2% active; AID 602393; in the data active = activation above about 40%;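 note: 0% = median of the plate's neutral control wells and 100% = double that signal; a rise in the Bmi1 reporter signal indicates esBAF inhibition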
* marks the source's active call; other numbers are inactive results; · = no result given; & = joins results of further samples. Compounds were not picked by outcome; any-hit rate near 2.5%.

Results follow in this order: Xi reactivation, ERAP1 HTS inh, ERp5 inh, RAD54 branch, E-sel inducer, RAD52 inh, S100A4 inh HTS, esBAF inh
O=C(NCC1CCCO1)c1onc(CSc2ccc(F)cc2)c1C(=O)O (configuration not stated)
  0.1, 6, 0, 3, 0.8, -1, -1, 6
C[C@@H]1CN([C@H](C)CO)C(=O)c2cc(NC(=O)Nc3ccc(F)cc3)ccc2O[C@@H]1CN(C)C(=O)NC1CCCCC1
  -0.3, 4, -3, -11, 0.0, 2, 3, 0
O=C(C[C@H]1C=C[C@H](NC(=O)c2cccnc2)[C@H](CO)O1)NCc1ccc(Cl)c(Cl)c1
  -0.4, -2, -2, -6, -0.3, 6, 3, 0
O=C(Nc1cc(S(=O)(=O)N2CCOCC2)ccc1OCC(F)(F)F)C1=COCCO1
  0.2, 3, 5, -6, -0.1, -4, -2, -4
O=C1CN(CN2CCCCC2)C(=O)CN1CN1CCCCC1
  -0.2, 0, 3, ·, 0.8, -3, -23, ·
CC(=O)N1CCN(c2ccc(NC(=O)c3ccc([N+](=O)[O-])cc3)cc2)CC1
  0.2, 3, 0, -7, ·, -11, -6, 3
C[C@@H]1CN([C@H](C)CO)C(=O)c2cccc(NS(=O)(=O)c3ccc(Cl)cc3)c2O[C@H]1CN(C)C(=O)Nc1ccc(C(F)(F)F)cc1
  -1.0, 0, -9, -7, 0.1, -16, 3, -4
COc1cc2c(cc1OC)C(=O)N1[C@H]3c4cc(Cl)ccc4OC[C@@H]3[C@H](c3ccccc3)[C@]1(C)C(=O)N2
  0.0, ·, 10, -3, 11, -7, -5, -21
CN1C(=O)c2cc(NC(=O)c3cccs3)ccc2OC[C@H]2O[C@H](CC(=O)N3CCOCC3)CC[C@H]21
  0.0, 1, -8, 0, 0.0, 1, 8, 0
COc1ccc(N(C)S(=O)(=O)c2cccc(C(=O)N(C)Cc3ccc(C)o3)c2)cc1
  0.0, 2, -2, ·, -0.1, -11, -3, ·
COc1ccc(S(=O)(=O)Nc2ccc3c(c2)C(=O)N([C@@H](C)CO)C[C@H](C)[C@@H](CN(C)C(=O)Nc2ccc(C(F)(F)F)cc2)O3)cc1
  0.9, -1, ·, 5, 3.3, 11, -9, -3
COc1ccc(NC(=O)N(C)C[C@H]2Oc3ccc(NC(=O)C4CC4)cc3CC(=O)N([C@@H](C)CO)C[C@@H]2C)cc1
  -0.4&-0.1, -1&-1, 2&1, -1&6, -0.4, 11&-11, -3&0, 2&-2
Cc1ccc(/C=N/n2c(-c3ccc(Cl)cc3)n[nH]c2=S)s1
  0.0, -2, -2, -9, -2.1, -5, 10, -6
COc1cccc(-c2cccc(-c3nc(C(=O)O)cc4c3[C@@H](CCO)N(S(=O)C(C)(C)C)C4)c2)c1 (some centres not stated)
  0.5, -4, 2, -14, 0.1, -52, -5, -1
O=C(CCCN1C(=O)/C(=C/c2ccccc2Cl)SC1=S)Nc1cccnc1
  0.1, -4, -2, 4, -0.4, -20, 6, -66
COCCOC(=O)N1C(=O)[C@@]2(c3ccccc31)[C@H](C(=O)Nc1nc3ccccc3s1)[C@H]1C(=O)O[C@H](c3ccccc3)[C@H](c3ccccc3)N1[C@@H]2c1ccc(OCCO)cc1
  ·, 0, 3, -7, ·, 1, -17, ·
Cc1noc(C)c1S(=O)(=O)Nc1ccc2c(c1)CC(=O)N([C@@H](C)CO)C[C@@H](C)[C@@H](CN(C)Cc1ccc(C(=O)O)cc1)O2
  0.4, 0, -13, -4, -3.7, -4, -8, 3
C[C@H]1CN([C@@H](C)CO)C(=O)c2cc(NC(=O)c3ccncc3)ccc2O[C@H]1CN(C)C(=O)Nc1cccc2ccccc12
  0.0, 1, -3, -3, -7.2, -5, 5, 0
Cc1ccccc1S(=O)(=O)N1[C@H](CO)[C@@H](c2ccc(-c3ccc(F)cc3)cc2)[C@@H]1C#N
  0.4, -3, 3, 18, -0.5, -46, 0, -2
C[C@H]1CN([C@@H](C)CO)C(=O)Cc2cc(NC(=O)NC3CCCCC3)ccc2O[C@@H]1CN(C)Cc1ccc2c(c1)OCO2
  -0.9, 1, -1, -4, 14, -1, 8, 0
CC(C)c1c(C(=O)N/N=C/C2CC=CCC2)nnn1-c1nonc1N (configuration not stated)
  0.0, -1, 0, -2, -0.2, -8, 4, -7
O=S(=O)(Cc1cccc(C(F)(F)F)c1)c1ncn[nH]1
  0.0, 0, 2, -6, ·, -12, -2, -8
COC(=O)[C@]12C[C@H](CC(=O)NCCc3ccccc3OC)C(=O)N(Cc3ccccc3)C1=C[C@H](C(C)(C)C)O[C@@H]2C
  0.3, -4, -1, ·, -0.1, -18, 12, ·
CC(C)n1ncc2c(C(=O)N3CCN(c4ccccc4)CC3)cc(-c3ccccc3)nc21
  0.7, 1, 4, -1, ·, -13, 6, -8
C[C@@H]1CCCCO[C@H](CN(C)S(=O)(=O)c2cccs2)[C@@H](C)CN([C@@H](C)CO)C(=O)c2cc(NC(=O)CCC(F)(F)F)ccc2O1
  0.0, 4, -1, 3, 0.0, -41, -5, 1
COc1cccc(CN2CC(C(=O)N(C)Cc3ccc(C)cc3)CCC2=O)c1 (configuration not stated)
  0.0, 1, -1, 2, 0.1, -8, -2, 13
C[C@H](CO)N1C[C@H](C)[C@@H](CN(C)C(=O)Nc2ccccc2)Oc2ccc(NC(=O)NC3CCCCC3)cc2C1=O
  -0.2&0.2, 1&1, -2&0, -2&-6, 0.0&0.2, 7&-10, -1&0, 6&-4
CC(C)[C@H](NS(=O)(=O)c1cccc(C(F)(F)F)c1)C(=O)OCC(=O)NC(=O)NCc1ccco1
  -0.1, 0, -7, -4, ·, -9, 0, -2
C[C@H](CO)N1C[C@H](C)[C@H](CN(C)C(=O)Nc2ccc(C(F)(F)F)cc2)Oc2ccc(N(C)C)cc2CC1=O
  -0.6, -2, -7, -2, -5.6, -23, -14, -3
CC(C)(C)NC(=O)C(c1ccncc1)n1c(-c2ccc(C(F)(F)F)cc2)nc2ccccc21 (configuration not stated)
  0.1, 0, 4, ·, 0.1, -17, -4, ·
O=C1C2C3C=CC(CC3)C2C(=O)N1c1nccs1 (configuration not stated)
  -0.1, -1, 3, ·, ·, -15, -10, ·
c1ccc2c(c1)Oc1cccc3cccc-2c13
  0.0, ·, -4, -6, 0.4, -2, 0, 0
COC(=O)C(Cc1ccccc1)NC(=O)c1ccc(C)cc1 (configuration not stated)
  0.2, -2, -5, ·, ·, -4, -2, ·
CC(C)n1nnnc1C1c2ccccc2C(=O)N1C1CC1 (configuration not stated)
  0.2, ·, -1, ·, -6.9, -1, -3, ·
Cc1cc(C)nc(SCC(=O)c2ccc(Cl)cc2)n1
  0.2, 1, -1, -9, ·, -10, -5, 7
CC(=O)Nc1ccc(CN(C)c2c(C)nc3ccc(C(=O)N(C)Cc4ccccc4)cn23)cc1
  -0.1, 1, -1, -3, 0.7, 2, -3, 3
CCN(C(=O)COC(=O)CNC(=O)c1cccc(C)c1)c1c(N)n(Cc2ccccc2)c(=O)[nH]c1=O
  -0.8, -1, 4, 4, 1.7, -6, -9, -1
O=C(Oc1ccc(F)cc1)c1cccnc1
  0.2, -1, 5, 4, 0.0, -1, -7, 5
O=C(O)/C=C/c1cccc(NC(=O)c2ccc(Cl)cc2)c1
  0.0, -44, 9, ·, ·, -20, 1, 39
NC(=O)/C(=C/c1ccco1)NC(=O)c1ccc(Br)o1
  ·, 8, -4, -16, ·, -49, 2, ·
CN1CCC(NC(=O)NC2CCCCC2)CC1
  0.0, -2, 4, -9, 0.1, 10, -2, 1
CC(C)c1csc(CN2CCN(Cc3ccc(F)cc3)C(CCO)C2)n1 (configuration not stated)
  0.0, -1, -4, -1, ·, -12, -4, -6
O=C(Cn1ccc2ccccc2c1=O)NCC(=O)N1CCCCC1
  0.6, -4, 0, 9, ·, -13, -1, -2
Cc1nc(-c2ccc(Cl)cc2)sc1C(=O)O
  0.0, 4, -2, ·, ·, -16, -5, ·
CCCCCCNC(=O)CCCCCNS(=O)(=O)c1ccc(Br)cc1
  -0.2, -2, -8, ·, 2.0, 7, -1, ·
COc1cc(C(=O)O/N=C(\N)Cc2ccc([N+](=O)[O-])cc2)cc(OC)c1OC
  0.0, 2, 3, 6, 7.2, -12, 4, ·
Cc1ccc(Cn2cc(CN3CC(N4CCCCC4)CS3(=O)=O)nn2)cc1 (configuration not stated)
  0.1, ·, 7, ·, 0.0, -27, -1, ·
COc1cccc(CN(C(=O)Cc2c[nH]c3ccccc23)C(C(=O)NC2CCCCC2)c2ccc(C)o2)c1 (configuration not stated)
  0.0, 6, 2, ·, ·, -7, 3, ·
CSCC[C@H](NC(=O)c1ccc(Cl)c(S(=O)(=O)N2CCCC2)c1)c1nc2ccccc2[nH]1
  ·, -2, 3, -1, ·, -6, -2, -4
Cc1ccc(C(=O)N(Cc2ccc3c(c2)OCO3)Cc2nc3ccccc3c(=O)[nH]2)cc1
  ·, 2, 5, -11, ·, -21, -2, 4
COc1ccc(CNc2nnnn2C)c(OC)c1
  0.0, -3, -1, -1, ·, 4, -1, -2
CC(OC(=O)Cc1coc2ccc3ccccc3c12)C(=O)NC(N)=O (configuration not stated)
  0.0, -2, 1, ·, 5.6, -67, 3, ·
Cc1noc(C)c1NC(=O)Nc1ccc2c(c1)C(=O)N([C@@H](C)CO)C[C@H](C)[C@@H](CN(C)C(=O)Nc1ccc(F)cc1)O2
  0.2, -1, -4, 3, 1.2, 6, 15, -1
CCN1CCN(CC(=O)N2c3ccccc3Sc3ccccc32)CC1
  -0.1, 0, 7, 8, 1.4, -12, -10, 3
C[C@@H]1CN([C@@H](C)CO)C(=O)CCCn2nncc2CO[C@H]1CN(C)S(=O)(=O)c1ccc(-c2ccccc2)cc1
  0.0&0.1, 0&-1&1, 7&0&0, -13&2&-2, 0.0&0.0, -6&31&12, 4&0&-10, 3&4&6
CCOC(=O)C1(C)CCCN1C(=O)c1ccc(C)cc1 (configuration not stated)
  0.1, 2, -4, 2, -0.2, -7, 18, 5
CC(NC(=O)COc1ccc(S(=O)(=O)N2CCCC2)cc1)c1ccccc1 (configuration not stated)
  0.0, -2, 5, -1, ·, -5, 1, -3
Nc1ncnc2c1ccn2[C@H]1CN(Cc2ccc3c(c2)OCO3)C[C@@H](CO)O1
  0.0, 5, -1, 1, -0.2, -3, -3, 4
COc1ccc(S(=O)(=O)N(C)C[C@H]2Oc3ccc(NC(=O)Nc4c(C)noc4C)cc3CC(=O)N([C@@H](C)CO)C[C@@H]2C)cc1
  1.3, 1, 4, -3, 2.9, -3, 6, 0
Cc1nonc1CN(C)C(=O)CC1C(=O)NCCN1Cc1ccc(F)c(F)c1 (configuration not stated)
  0.0, 0, 3, 1, -3.3, -17, -1, -5
N#Cc1sc(=O)[nH]c1Cl
  -0.2, ·, -1, -24, 1.3, -28, -2, 3
O=C(O)CCCCCNS(=O)(=O)c1ccc2c(c1)OCCO2
  0.2, -5, 4, ·, 1.1, 3, 1, ·
CC(OC(=O)CCN1C(=O)C2CC=CCC2C1=O)C(=O)Nc1ccc(F)cc1 (configuration not stated)
  0.0, 0, 8, 1, ·, -13, 0, -10

Compound profiles, from the list above. Values in the order: Xi reactivation, ERAP1 HTS inh, ERp5 inh, RAD54 branch, E-sel inducer, RAD52 inh, S100A4 inh HTS, esBAF inh
Listed for `COc1cccc(CN2CC(C(=O)N(C)Cc3ccc(C)cc3)CCC2=O)c1` (configuration not stated) : 0.0, 1, -1, 2, 0.1, -8, -2, 13
Listed for `Cc1cc(C)nc(SCC(=O)c2ccc(Cl)cc2)n1` : 0.2, 1, -1, -9, ·, -10, -5, 7
